# Bioassay records from PubChem BioAssay.
# NCI-60 one-dose screen, 48 h, at 10 µM unless noted. Numbers give growth in % (100 = growth as untreated, 0 = no growth, -100 = all killed).
# SNB-19: SNB-19 CNS cancer cells; 81,000 compounds, 2.5% hits; AID 1794751
# SNB-75: SNB-75 CNS cancer | 79,000 compounds, 5% hits
# SF-539: SF-539 CNS cancer | 81,000 compounds, 6.8% hits | AID 1794752
# HCC-2998: HCC-2998 colon cancer | 79,000 compounds, 4.7% hits
# U251: U251 CNS tumor cells. 80,000 compounds, 5.4% hits
# PC-3: PC-3 prostate cancer cells. 80,000 compounds, 3.9% hits
# SF-295: SF-295 CNS cancer cells; 79,000 compounds, 5.6% hits
# SF-268: SF-268 CNS cancer cells; 82,000 compounds, 3.1% hits
# An asterisk follows results filed as active; nt = not tested or not shown; [ ] = remark or other dose. The calls were made as follows: active = growth percent below 10; inactive = the rest.
item | SMILES | SNB-19 | SNB-75 | SF-539 | HCC-2998 | U251 | PC-3 | SF-295 | SF-268
1 | Cc1cccc(NC(=O)N/C(N)=N/c2nc(C)c(C)s2)c1 | 65 | -3.9* | 57 | 64 | 45 | 62 | 49 | 75
2 | CCN(CC)CCNC(=O)c1cn2ncnc(Oc3ccc(NC(=O)Nc4ccc(Cl)c(C(F)(F)F)c4)cc3)c2c1C | -83* | -27* | -93* | -96* | -78* | -79* | -87* | -65*
3 | COc1cccc(/C=N/NC(=O)c2ccccc2N2CCCC2)c1O | 66 | 67 | 62 | 52 | 47 | 72 | 86 | 39
4 | O=C(NC(=S)Nc1ccc(NC(=S)NC(=O)c2ccccc2)cc1)c1ccccc1 | 106 | 93 | 109 | 122 | 121 | 100 | 110 | 100
5 | [N-]=[N+]=NCc1ncc(-c2ccc(C(F)(F)F)cc2)c(NC2CCCCCC2)n1 | 85[50 µM] | 66[50 µM] | 82[50 µM] | 86[50 µM] | 73[50 µM] | 36[50 µM] | 50[50 µM] | 76[50 µM]
6 | OCC(O)C(O)C(O)C(O)C(O)CO (stereo not drawn) | 100 | 98 | 110 | 91 | 93 | 95 | 110 | 104
7 | CC(C)(c1ccc(O)cc1)c1ccc(O)cc1 | 101 | 113 | 105 | 90 | 90 | 84 | 102 | 99
8 | N#Cc1c(-c2cccc([N+](=O)[O-])c2)cc(-c2ccc3ccccc3c2)nc1N | 88 | 98 | 80 | 105 | 91 | 91 | 83 | 97
9 | CC1(c2ccc(Cl)cc2)OC(=O)C(=Cc2ccc([N+](=O)[O-])s2)C(=O)O1 (stereo not drawn) | 98 | 85 | 100 | 97 | 101 | 96 | 120 | nt
10 | CC1(C)N=C(N)N=C(N)N1c1cccc(CC(=O)Nc2ccccc2)c1 | 67 | 65 | 57 | 85 | 49 | 31 | 90 | 38
11 | COc1ccc(C(C)=O)c(O)c1O | 103 | 89 | 100 | 95 | 108 | 103 | 99 | 105
12 | O=C(CN1CCN(C(=O)c2ccccc2)CC1)Nc1ccccc1SCc1ccccc1 | 91 | 76 | 89 | 94 | 91 | 58 | 87 | 91
13 | CCOC(=O)C(/C=N/C(N)=S)=C(/O)c1ccccc1 | 102 | 79 | 103 | 103 | 93 | 93 | 107 | 102
14 | CCC(C)N (stereo not drawn) | 107 | 94 | 102 | 105 | 107 | 88 | 96 | 107
15 | COc1ccc(C2Nc3c(c(C(C)(C)C)nn3-c3ccccc3)C(=O)CS2)cc1OC (stereo not drawn) | 98 | 103 | 98 | 101 | 110 | 75 | 93 | 102
16 | CC(=O)c1cccc([N+](=O)[O-])c1 | 97 | 98 | 101 | 106 | 105 | 98 | 95 | 103
17 | O=C(Nc1ccc(Cl)c(Cl)c1)O/N=C\c1c(Cl)ccc([N+](=O)[O-])c1Cl | 49 | 17 | 4.5* | -65* | 3.1* | -8.4* | 84 | -4.9*
18 | C=C1C(=O)O[C@H]2[C@H]1CC/C(COC(=O)/C=C\C(=O)NCc1ccc(Cn3c(=O)sn(CCCC)c3=O)cc1)=C\CC[C@@]1(C)O[C@@H]21 | 21 | -64* | -99* | -80* | -64* | -60* | 65 | -64*
19 | Cc1nn(-c2ccccc2)c(N2CCOCC2)c1-c1nc2ccc([N+](=O)[O-])cc2[nH]1 | 103 | 96 | 109 | 133 | 102 | 112 | 100 | 90
20 | c1coc(CNc2ccnc(Nc3ccc(OCCN4CCCCC4)cc3)n2)c1 | 97 | nt | 76 | 99 | 86 | 83 | 95 | 90
21 | CCOC(=O)N1CCN(/C=c2\sc3ncnn3c2=O)CC1 | 100 | 108 | 105 | 104 | 100 | 77 | 98 | 105
22 | COc1ccc(NCc2cn(-c3ccc(C(=O)O)cc3)nc2-c2ccc(C(=O)O)cc2)cc1C(F)(F)F | 96 | 84 | 87 | 104 | 94 | 102 | 97 | 99
23 | COc1ccc(/C(C)=C(/c2ccc(O)cc2)c2ccc(Cl)cc2)cc1F | 104 | 95 | 99 | 112 | 100 | 94 | 96 | 99
24 | Cc1ccc(-c2nc(/C=C3/C(=O)Nc4ccccc43)c3ccccn23)cc1 | 100 | 89 | 95 | 109 | 85 | 78 | 92 | 88
25 | C[N+](C)(C)CCOP(=O)(O)OP(=O)([O-])OCC1CCC(n2ccc(N)nc2=O)O1 (stereo not drawn) | 115 | 90 | 101 | 101 | 101 | 100 | 99 | 104
26 | N#Cc1c(-c2ccccc2)cc(-c2ccccc2)n(CCCCCC(=O)Nc2ccccc2N)c1=O | 68 | 32 | 73 | 81 | 61 | 44 | 96 | 64
27 | O=C(/C=C/c1c[nH]c2ccc(Br)cc12)c1ccccc1 | 118 | 98 | 85 | 121 | 84 | 86 | 66 | 95
28 | O=[N+]([O-])c1ccc(-c2nnc(COc3ccc(Cl)cc3Cl)o2)cc1 | 97 | 98 | 101 | 98 | 101 | 76 | 106 | 92
29 | O=C(/C=C/c1cc2ccccc2[nH]c1=O)c1ccc(O)cc1 | 57 | 40 | 23 | 93 | 22 | 10 | 54 | 20
30 | OC1(c2ccccc2)CCCC1 | 95 | 108 | 112 | 111 | 100 | 95 | 99 | 114
31 | C[C@]12CC(=O)C[C@@H]1C[C@H]1CC[C@]3(C)CC4(C[C@H]3C[C@H]1C2)S(=O)(=O)CCS4(=O)=O | 97 | nt | 92 | 113 | 100 | 87 | 97 | 100
32 | CC1CN(CSc2ccccc2)CCN1CSc1ccccc1 (stereo not drawn) | nt | 82 | 88 | 97 | 73 | 80 | 85 | 98
33 | Cc1ccc(O)c(C(=O)c2cc(-c3ccccc3)c(=O)n(NC(=O)c3ccncc3)c2)c1 | 104 | 97 | 108 | 106 | 100 | 103 | 106 | 103
34 | CCCCCCOC(=O)N1CCCCC1CCC (stereo not drawn) | 88 | 82 | 93 | 63 | 99 | 121 | 100 | 108
35 | CSC(=N\N=C\c1ccc2c(c1)OCO2)/N=C/N(C)C | 105 | 97 | 102 | 107 | 100 | 98 | 100 | 93
36 | OCc1cccc(O)c1 | 107 | 104 | 99 | 110 | 99 | 100 | 107 | 111
37 | COc1nc(N)ncc1-c1ccc2ncnc(N3CCc4cc(F)c(Cl)cc43)c2c1 | 1.3* | -53* | 1.8* | 12 | -45* | 66 | 18 | 54
38 | O=Cc1cc(C=O)c(O)c(/C=C2/SC(=O)NC2=O)c1 | 92 | 98 | 107 | 96 | 102 | 98 | 106 | 87
39 | C[C@]12CC[C@@H]3c4ccc(O)cc4CC[C@H]3[C@@H]1CC[C@@H]2NS(=O)(=O)Cc1ccc(Cl)cc1 | 85 | 59 | 71 | 80 | nt | 28 | nt | 53
40 | c1ccc2c(Cn3cc(CSc4nc5ccccc5o4)nn3)cccc2c1 | 103 | 97 | 92 | 107 | 101 | 111 | 98 | 94
41 | Nc1nc2c(c3cnccc13)C(c1cccc(Cl)c1)Cc1cnccc1-2 (stereo not drawn) | 29 | 21 | -19* | 42 | nt | 13 | 8.3* | 21
42 | Cc1onc(-c2ccc3cc[nH]c3c2)c1C(=O)Nc1ncc([N+](=O)[O-])s1 | 76 | 89 | 90 | 91 | 86 | 84 | 77 | 85
43 | O=C(Nc1ccc(Nc2ncccn2)cc1)NC1C=c2ccccc2=CC1 (stereo not drawn) | 103 | 92 | 100 | 106 | 99 | 108 | 100 | 98
44 | Cc1ccc(-c2nc3ccccc3n2CC(=O)N/N=C/c2cccc(OCc3ccccc3)c2)o1 | 79 | 61 | 83 | 95 | 64 | 54 | 83 | 63
45 | NS(=O)(=O)c1ccc(N2N=C(c3cccs3)CC2c2ccccc2O)cc1 (stereo not drawn) | 63 | 30 | -24* | -8.1* | 0.6* | 8.1* | 1.4* | 7.2*
46 | Cc1cnc(CSc2nc(-c3ccc(-c4ccccc4)cc3)cn2-c2ccc(Cl)cc2)c(C)c1 | 96 | 105 | 99 | 110 | 98 | 82 | 99 | 97
47 | CCOC(=O)C1=CSC2=NC(C)=CC(c3ccc(Cl)cc3)N12 (stereo not drawn) | 99 | 85 | 102 | 106 | 99 | 100 | 107 | 102
48 | Cn1c(-c2ccccc2)c(/C=C/C2=[N+](C)c3ccccc3C2(C)C)c2ccccc21 | 19 | 21 | 12 | 27 | 8.7* | 8.7* | 12 | 18
49 | FC(F)(F)c1cccc(/C=C/c2nn3c(Cc4ccccc4)nnc3s2)c1 | 99 | 96 | 95 | 134 | 98 | 104 | 102 | 107
50 | CCc1ccc(CCN2C(=O)c3ccccc3C2=O)nc1 | 92 | 99 | 92 | 112 | 103 | nt | 104 | 103
51 | Cc1ccc(-c2nn(-c3ccccc3)cc2C2CC(c3ccc(Cl)cc3)=NN2c2ccc(S(N)(=O)=O)cc2)cc1 (stereo not drawn) | 92 | 85 | 109 | 90 | 80 | 49 | 97 | 78
52 | CC(C)(O)c1ccc[n+]([O-])c1 | 96 | 92 | 104 | 93 | 106 | 120 | 108 | 109
53 | CCCC(=O)CC(=O)CC(C)C | 108 | 100 | 106 | 110 | 103 | 97 | 97 | 101
54 | C=C(OC1(C(C)C)CCC2(C)OC2C1)C(C)(C)CCC(C)(O)C(=O)OC1(C)C=CC(O)(C(C)C)CC1 (stereo not drawn) | 100 | 87 | 96 | 104 | 103 | 95 | 97 | 102
55 | Nc1ccc(-c2ccc(NC(=O)c3ccc(-n4c(=O)[nH]c5ccccc5c4=O)cc3)cc2)cc1 | 61 | 30 | 74 | 117 | 66 | 106 | 62 | 66
56 | Cc1cccc(NCS(=O)(=O)O)c1 | 101 | 106 | 96 | 97 | 88 | 93 | 106 | 109
57 | O=C1C(=O)c2ccccc2C(O)=C1CC=C1CCCCC1 | 60 | 81 | 54 | 82 | 58 | 79 | 97 | 61
58 | Nc1c(-c2ccc(Cl)cc2)nnn1-c1cccc(C(F)(F)F)c1 | 105 | 89 | 100 | nt | 95 | 96 | 101 | 108
59 | COc1ccc(C(=O)Cn2c(=O)cc(C#N)c3ccc4cccnc4c32)cc1 | 96 | 94 | 95 | 111 | 93 | 84 | 94 | 104
60 | COc1ccc(Br)c(/C=C2\SC(=Nc3ccc(O)cc3)NC2=O)c1 | 85 | 72 | 85 | 109 | 87 | nt | 98 | 74

# 3 entries from above, in transposed form.
[51] Cc1ccc(-c2nn(-c3ccccc3)cc2C2CC(c3ccc(Cl)cc3)=NN2c2ccc(S(N)(=O)=O)cc2)cc1 (stereo not drawn)
[52] CC(C)(O)c1ccc[n+]([O-])c1
[53] CCCC(=O)CC(=O)CC(C)C

entry no.	51	52	53
SNB-19	92	96	108
SNB-75	85	92	100
SF-539	109	104	106
HCC-2998	90	93	110
U251	80	106	103
PC-3	49	120	97
SF-295	97	108	97
SF-268	78	109	101

# Next compounds.
item | SMILES | SNB-19 | SNB-75 | SF-539 | HCC-2998 | U251 | PC-3 | SF-295 | SF-268
61 | O=C(Nc1nc(-c2ccccc2)cc(-c2ccc(Cl)cc2)n1)c1cccnc1 | 92 | 94 | 105 | 114 | 96 | 87 | 99 | 96
62 | NC(=N\N=C\c1ccccc1O)/C(N)=N/N=C/c1ccccc1O | 84 | 84 | 81 | 99 | 83 | 56 | 78 | 79
63 | O=C(O)C(CS)NSc1ccccc1[N+](=O)[O-] (stereo not drawn) | 119 | 101 | 98 | 99 | nt | 92 | 106 | 99
64 | O=C1CC(=NCC(=O)n2c(-c3ccccc3)nc3ccccc32)NN1 | 98 | 67 | 99 | 109 | nt | 99 | 101 | 102
65 | O=C1CC(c2ccccc2)n2cnc3ncnc(c32)S1 (stereo not drawn) | 96 | 79 | 97 | 100 | 100 | 93 | 99 | 106
66 | CN=C(NCCCOC)c1ccc(NC(=O)c2ccc(C(=O)Nc3ccc(C(=NC)NCCCOC)cc3)cc2)cc1 | nt | 109 | 105 | 115 | 131 | 121 | 104 | 105
67 | CCN(CC)CCNc1cccc2sc3ccccc3c(=O)c12 | 79 | 68 | 88 | 78 | 57 | 64 | 70 | nt
68 | CC(=O)[C@H]1[C@H](C)C[C@H]2[C@@H]3CCC4=CC(=O)CC[C@]4(C)[C@@]3(F)[C@@H](O)C[C@@]21C | 97 | 119 | 96 | 102 | 97 | 89 | 142 | 93
69 | O=C1NC2NC(=NCCN3CCOCC3)NC2N1 (stereo not drawn) | 97 | 87 | 94 | 111 | 102 | 112 | 101 | 100
70 | N#Cc1c(Cl)nc(SCC(=O)N2CCN(c3cc4c(cc3F)c(=O)c(C(=O)O)cn4C3CC3)CC2)nc1-c1ccc(F)cc1 | 100 | 88 | 100 | 105 | 102 | 97 | 103 | 93
71 | O=C(Cn1cc(-c2ccccc2)nn1)Nc1nc(-c2ccc(Cl)cc2)cs1 | 95 | 103 | 108 | 105 | 105 | 101 | 78 | 113

# In the list so far, these contain bromine:
item | SMILES | SNB-19 | SNB-75 | SF-539 | HCC-2998 | U251 | PC-3 | SF-295 | SF-268
27 | O=C(/C=C/c1c[nH]c2ccc(Br)cc12)c1ccccc1 | 118 | 98 | 85 | 121 | 84 | 86 | 66 | 95
60 | COc1ccc(Br)c(/C=C2\SC(=Nc3ccc(O)cc3)NC2=O)c1 | 85 | 72 | 85 | 109 | 87 | nt | 98 | 74

# Rewritten with values under each structure: 6 of the compounds above
# Results follow in this order: SNB-19	SNB-75	SF-539	HCC-2998	U251	PC-3	SF-295	SF-268
61	O=C(Nc1nc(-c2ccccc2)cc(-c2ccc(Cl)cc2)n1)c1cccnc1
 : 92	94	105	114	96	87	99	96
62	NC(=N\N=C\c1ccccc1O)/C(N)=N/N=C/c1ccccc1O
 : 84	84	81	99	83	56	78	79
63	O=C(O)C(CS)NSc1ccccc1[N+](=O)[O-] (stereo not drawn)
 : 119	101	98	99	nt	92	106	99
64	O=C1CC(=NCC(=O)n2c(-c3ccccc3)nc3ccccc32)NN1
 : 98	67	99	109	nt	99	101	102
65	O=C1CC(c2ccccc2)n2cnc3ncnc(c32)S1 (stereo not drawn)
 : 96	79	97	100	100	93	99	106
66	CN=C(NCCCOC)c1ccc(NC(=O)c2ccc(C(=O)Nc3ccc(C(=NC)NCCCOC)cc3)cc2)cc1
 : nt	109	105	115	131	121	104	105
